# Yeast superoxide – lowers age-related superoxide in aged yeast cells | S. cerevisiae aged cells, superoxide DHE fluorescence; hits give low values | AID 2690 | hit rate 0.18% among 330,000 | superoxide response (% of plate mean), % at 10 µM;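 active = superoxide response under a set limit, about three screen SD below normal, cut at about 65% in these data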;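 note: yeast aged for seven days with compound at 30 °C before DHE staining; 100% = average MFI of all compound-treated wells on the plate with controls excluded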
# Fam108B inh – counter-screen for RBBP9 inhibitors: inhibitors of mouse Fam108B; hit rate 0.33% among 300,000; inhibition, % at 9.51 µM; recombinant Fam108B, FP-Rh probe fluorescence polarization;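 active = inhibition above the screen mean inhibition plus 3 SD, computed separately per campaign, cut at about 18% in these data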;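 note: inhibitors lower polarization as less probe binds the enzyme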
# MCL1-BIM inh – MCL1-BIM-BH3 interaction inhibition (human); Q07820; GST-MCL1 / FITC-Bim-BH3 fluorescence polarization; inhibition, % at 10.9 µM; hit rate 0.68% among 320,000; AID 2057;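 active = inhibition above the mean inhibition of all tested compounds plus 3 SD, set per campaign, cut at about 40% in these data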;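 note: 0% = DMSO wells and 100% = unlabeled Bim-BH3 peptide control; higher means more loss of mP so more displacement of Bim peptide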
# GLD-1 RNA inh – GLD-1-TGE RNA interaction inhibition (C. elegans); Q17339; purified GLD-1 + fluorescein TGE RNA, fluorescence polarization; inhibition, % at 5.96 µM; hit rate 0.44% among 320,000;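 active = percent inhibition above a per-plate cutoff, the plate mean of test compounds plus 3 SD, cut at about 30% in these data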;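 note: 0% = DMSO wells with GLD-1 and probe and 100% = wells lacking GLD-1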
# Target sequence (Q17339 whole entry, looked up): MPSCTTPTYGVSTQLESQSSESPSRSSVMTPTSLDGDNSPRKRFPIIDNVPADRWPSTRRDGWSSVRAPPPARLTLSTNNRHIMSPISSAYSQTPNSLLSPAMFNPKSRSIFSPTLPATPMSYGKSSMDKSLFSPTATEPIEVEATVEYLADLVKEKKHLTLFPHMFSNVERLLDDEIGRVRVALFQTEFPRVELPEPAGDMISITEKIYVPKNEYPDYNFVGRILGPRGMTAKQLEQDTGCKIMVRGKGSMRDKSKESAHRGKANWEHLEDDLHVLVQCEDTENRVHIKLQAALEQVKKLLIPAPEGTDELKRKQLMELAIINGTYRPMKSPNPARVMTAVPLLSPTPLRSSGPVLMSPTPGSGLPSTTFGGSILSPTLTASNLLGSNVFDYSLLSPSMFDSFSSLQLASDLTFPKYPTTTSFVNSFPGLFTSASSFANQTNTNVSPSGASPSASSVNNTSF
# EBNA-1 inh – blocks EBNA-1 binding to DNA. EBNA-1 DNA binding, fluorescence polarization. inhibition, % at 14.8 µM. hit rate 0.34% among 300,000; in the data active = inhibition above about 28%
# ZTA counter – counter-screen for EBNA-1 inhibitors: inhibitors of Epstein-Barr virus ZTA. ZTA-DNA binding, fluorescence polarization. inhibition, % at 11 µM. hit rate 0.15% among 320,000. AID 2234; in the data active = inhibition above about 33%
# MEX-5 binding – C. elegans MEX-5 TCR-2 RNA binding activity | hit rate 0.38% among 300,000 | AID 1832 | activity score (negative = inhibition of binding), % at 10 µM | Q9XUB2 | MEX-5/FITC-TCR2 RNA binding, fluorescence polarization; hits give low values;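 active = inhibition past about -25% in most replicates, and total fluorescence under double the plate's negative control median, limit read from the data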;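 note: 0% = DMSO and -100% = 5 µM competing unlabeled TCR2 RNA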
# Target sequence (Q9XUB2 whole entry, looked up): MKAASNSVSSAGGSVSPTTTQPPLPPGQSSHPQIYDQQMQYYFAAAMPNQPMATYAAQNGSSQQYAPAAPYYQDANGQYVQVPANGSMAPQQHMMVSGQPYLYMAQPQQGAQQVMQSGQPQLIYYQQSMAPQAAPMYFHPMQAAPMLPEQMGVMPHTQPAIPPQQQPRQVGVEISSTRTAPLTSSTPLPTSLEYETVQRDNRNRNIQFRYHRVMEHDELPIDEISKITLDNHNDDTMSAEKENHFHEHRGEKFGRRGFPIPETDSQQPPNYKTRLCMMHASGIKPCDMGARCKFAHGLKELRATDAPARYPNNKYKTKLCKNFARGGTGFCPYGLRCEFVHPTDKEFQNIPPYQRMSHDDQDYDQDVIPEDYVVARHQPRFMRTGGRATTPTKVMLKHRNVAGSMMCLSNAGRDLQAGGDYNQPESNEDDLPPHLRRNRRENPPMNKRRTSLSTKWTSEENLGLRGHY
# Efflux pump inh – inhibitors of Candida antifungal efflux pumps expressed in yeast. S. cerevisiae Candida pump triplex, Nile Red efflux. inhibition, % at 10 µM. hit rate 0.44% among 330,000. AID 485275;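 active = plate passing quality check with inhibition over a set limit, or well fluorescence over plate mean plus 4 SD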;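 note: Nile Red retained in pooled yeast measured as flow cytometry median fluorescence; 0% = buffer negative control and 100% = Enniatin B positive control; higher means more Nile Red kept so more efflux inhibition; some compounds called inactive have numbers as strong as hits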
# BCLXL inh – inhibitors of human Bcl-xL | Q07817 | inhibition, % at 10.9 µM | hit rate 0.7% among 320,000 | GST-Bcl-xL / FITC-Bim BH3 peptide fluorescence polarization | AID 2129;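 active = inhibition above the mean of all tested compounds plus 3 SD, cutoff set per campaign, cut at about 30% in these data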;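 note: 0% = DMSO wells and 100% = unlabeled Bim-BH3 peptide competitor; inhibitors lower millipolarization by displacing the labeled peptide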
# * marks the source's active call; other numbers are inactive results; nt = not tested or not shown.
SMILES,Yeast superoxide,Fam108B inh,MCL1-BIM inh,GLD-1 RNA inh,EBNA-1 inh,ZTA counter,MEX-5 binding,Efflux pump inh,BCLXL inh
Cc1cc(NCCCO)n2c(nc3ccccc32)c1C#N,108,4,6,-5,14,-3,1.0,-0.1,12
COC(=O)c1ccc(C(=O)Nc2ccc3c(c2)C(=O)NC3=O)cc1,103,-15,9,-5,-2,23,-2.2,0.0,-16
CC(O)C(NS(=O)(=O)c1ccc(Cl)cc1)C(=O)OCC(=O)c1c[nH]c2ccccc12 (stereo not given),104,-8,-6,3,1,1,-5.9,0.1,-1
O=C(Nc1ccccc1F)NC1CCCCCCC1,96,3,11,3,1,7,-0.5,1.3,7
CC(C)(C)C(=O)N1CCN(c2nc3ccccc3s2)CC1,95,4,-1,2,8,13,4.1,-0.1,3
CO[C@@]12[C@H](COC(N)=O)C3=C(C(=O)C(C)=C(N)C3=O)N1C[C@@H]1N[C@@H]12,107,1,-2,0,-1,6,nt,0.1,2
CCN(CC(=O)Nc1c(F)cccc1F)C(=O)c1ccc(S(=O)(=O)NCc2ccco2)cc1,107,-2,3,-1,5,5,-0.1,-0.1,2
CCCC/C(=N\NC(=O)c1ccc(Br)o1)c1ccccc1,94,9,12,-2,-8,-19,0.9,-0.3,6
O=C(O)CC1(CC(=O)Nc2ccccc2N2CCOCC2)CCCC1,100,-2,-1,5,8,-1,2.0,-0.1,4
Cc1ccc(SCC(=O)OCC(=O)NC2CCCCCCC2)cc1,111,-1,-2,2,-1,4,-0.7,0.1,2
COc1cccc(C(=O)NCCN2CCN(c3ccc(Cl)cc3)CC2)c1,107,-4,9,7,3,2,nt,0.1,6
COc1cnc(-c2ccccc2)nc1Oc1cccc(C)c1,92,0,5,0,2,-2,-1.0,-0.1,6
Cc1ccc(NC(=O)Cn2cc(C(F)(F)F)cc(Cl)c2=O)cc1Cl,113,-10,7,5,-10,-14,-0.4,0.0,3
CSc1nc(N)n2nc(-c3ccccc3)cc2n1,110,0,-1,8,-5,-13,-0.4,-0.1,3
CCc1c(C(=O)NC2CCCCC2)[nH]c(C)c1C(C)=O,98,-1,3,-1,12,-6,-1.9,0.1,4
CC(=O)Nc1ccc(NC(=O)c2cc(-c3ccc(C)cc3O)n[nH]2)cc1,94,-4,-5,0,-2,4,-2.4,0.1,-4
Nc1cccc2c1nnn2C1OC(CO)C(O)C(O)C1O (stereo not given),119,-5,3,3,-1,1,1.3,0.3,4
Cc1c(C(=O)N/N=C/c2cccs2)nc2ccccn12,98,1,8,3,-12,-15,1.4,-0.2,3
Cc1cc(C(=O)Nc2sc(C)c(-c3ccc(F)cc3)c2C(N)=O)no1,100,-1,16,14,13,4,-2.6,0.0,13
CCC(C)NS(=O)(=O)c1ccc(NC(=O)c2cccs2)cc1 (stereo not given),101,3,-2,-3,2,8,1.9,-0.1,5
O=C(Nc1ccc2oc(Cc3ccc(Cl)cc3)nc2c1)c1cccnc1,94,4,7,8,-1,-6,-1.1,-0.2,5
CC(C)(C)c1cc(CCC(=O)NCc2ccccn2)cc(C(C)(C)C)c1O,108,-3,4,4,9,0,-1.1,-0.1,6
CN(C)/C=N/c1c(C(=O)NCc2ccccc2)nnn1Cc1ccccc1,96,-2,-1,6,2,-1,1.7,0.0,2
CNC(=O)Nc1cccc(-c2ccnc(C)n2)c1,113,-4,-2,-4,-9,-14,-3.9,0.0,1
CCOC(=O)c1c(NC(=O)C2CCCCC2)sc2c1CCN(CC)C2,108,6,3,3,-6,3,1.8,0.1,0
COC(=O)c1cccc(COC(=O)CNC(=O)c2ccco2)c1,99,1,-1,-7,-7,6,3.9,0.2,-2
CCN(CC)C(=O)c1sc2nc(-c3ccccc3)ccc2c1N,118,0,16,7,5,7,-2.6,0.0,6
O=Cc1cc(N=Nc2ccccc2Cl)ccc1O,113,9,8,-6,10,14,-5.4,-0.2,0
Cc1c(NC(=O)C2CCCN2S(=O)(=O)c2ccc(Cl)cc2)c(=O)n(-c2ccccc2)n1C (stereo not given),109,1,-2,-4,-4,-13,-3.0,0.4,-3
CC(=O)c1ccc(NS(=O)(=O)c2ccc(-c3cnc(C4CC4)o3)cc2)cc1,100,1,6,2,-5,0,0.4,-0.2,1
CNC(=O)C1=C(C)NC(=S)NC1c1cc2c(cc1OC)CCCC2 (stereo not given),99,-4,-2,-2,3,2,1.3,-0.1,3
COc1cc(-c2nc(-c3ccccc3)c(-c3cccs3)[nH]2)cc(OC)c1OC,105,3,-1,2,10,3,-0.9,0.3,0
CC1CC(C)CN(S(=O)(=O)c2ccccc2[N+](=O)[O-])C1 (stereo not given),90,-1,6,4,2,3,0.3,-0.2,2
COc1ccccc1C(=O)Nc1ccccc1N1CCCCC1,125,-2,5,-6,-5,-4,-0.9,0.1,2
CC1CC(=O)N(CC(=O)Nc2cccc(Cl)c2)c2ccccc2S1(=O)=O (stereo not given),98,0,-5,3,-10,-5,4.0,0.1,-7
O=C(c1ccc(Cl)c(S(=O)(=O)N2CCCC2)c1)N1CCN(c2ccccn2)CC1,105,3,6,0,-2,0,0.1,0.0,5
COc1cc2[nH]c(C(=O)N3CCC(Cc4ccccc4)CC3)cc2c(OC)c1OC,115,4,2,5,-13,0,2.1,0.1,4
COc1ccc(NC(=O)c2ccc(OC(=S)N(C)c3ccc(OC)cc3)cc2)cc1,89,2,3,-1,34*,13,-0.6,-0.2,5
COc1ccc(NC(=O)CCCCCN2C(=O)CCC2=O)cc1Cl,92,-4,3,2,1,7,-0.1,-0.2,0
CCCCOC(=O)c1ccc(NC(=O)CSc2nnnn2C)cc1,103,-4,4,-5,-4,1,1.0,0.2,1
CC(=O)c1cccc(NC(=S)NC(=O)c2ccc(C)cc2Cl)c1,98,-2,12,5,-3,-8,-1.0,-0.1,4
O=C(Nc1cccc(-c2nnc(-c3ccco3)o2)c1)c1ccccc1,106,1,2,11,3,24,2.3,0.1,2
CC(C)Cn1cc(C(=O)N2CCN(c3ccccn3)CC2)c2c3ccccc3n(C)c2c1=O,95,-1,-2,-3,6,8,-1.5,0.2,1
O=C(Nc1ccc(F)c(F)c1)c1cccnc1,92,6,3,2,2,-14,0.4,-0.2,-2
CS(=O)(=O)n1nc(-c2ccccc2)nc1NCc1ccco1,93,-8,3,3,6,4,3.7,0.0,8
Cc1cc(C)c(C)c(OC(=O)c2sc(Cl)nc2C)c1,99,4,-1,6,-11,-29,0.6,0.0,5
CN(C)S(=O)(=O)c1ccc(Cl)c(NC(=O)COC(=O)C2CCCO2)c1 (stereo not given),107,-1,4,2,-5,-2,0.0,0.1,-1
CCCCN(C)S(=O)(=O)c1ccc(C(=O)Nc2nnc(CSC)o2)cc1,82,2,11,3,-2,6,-1.4,-0.2,6
C/C=C/c1ccc(OCCOc2cccc3cccnc23)c(OC)c1,100,-5,1,7,10,8,2.2,-0.5,6
Cc1ccc(C(=O)Nc2cccc(NC(=O)CN3CCCCC3)c2)cc1,104,-3,3,4,0,-5,-1.0,-0.1,2
# Next part:
SMILES,Yeast superoxide,Fam108B inh,MCL1-BIM inh,GLD-1 RNA inh,EBNA-1 inh,ZTA counter,MEX-5 binding,Efflux pump inh,BCLXL inh
CCSc1nnc(-c2ccc(S(=O)(=O)N3CCOCC3)cc2)n1C,106,2,3,1,9,-19,-2.6,-0.2,5
O=C(Cc1ccc(Cl)cc1)Nc1cccnc1,96,2,11,0,-7,-16,-2.6,0.1,9
Cc1cc([N+](=O)[O-])nn1CCCC(=O)Nc1cc(Cl)ccc1Cl,94,1,4,-3,14,13,0.5,-0.1,0
CCN1CCN(Cc2ccc(OCc3ccccc3)c(OC)c2)CC1,92,3,8,6,7,-8,-1.0,-0.1,6
Cc1noc(C)c1C(=O)OCC(=O)NCc1ccc(Cl)cc1,101,nt,-1,2,nt,-10,nt,-0.1,1
Cc1nn(C)c(C(=O)Nc2cccc(CN3CCOCC3)c2)c1Br,102,0,5,2,8,-13,2.8,0.1,3
CCOC(=O)N1CCN(C(c2cccc(OC)c2)c2sc3nc(C)nn3c2O)CC1 (stereo not given),105,4,4,4,0,4,0.4,0.0,0
CN(C)C(C)(C)C#CC(O)(c1ccccc1)c1ccccc1,93,-7,4,0,7,-1,-2.8,0.0,8
COc1ccc(/C=C/c2nc(C)c(-c3ccccc3)c(=O)[nH]2)cc1OC,98,1,18,0,4,-21,1.2,0.0,11
Clc1cc2nc[nH]c2cc1Cl,104,-2,9,-6,-5,-16,3.5,0.1,1

# Pulled by structure from the list above, two records:
SMILES,Yeast superoxide,Fam108B inh,MCL1-BIM inh,GLD-1 RNA inh,EBNA-1 inh,ZTA counter,MEX-5 binding,Efflux pump inh,BCLXL inh
CCN1CCN(Cc2ccc(OCc3ccccc3)c(OC)c2)CC1,92,3,8,6,7,-8,-1.0,-0.1,6
COc1ccc(/C=C/c2nc(C)c(-c3ccccc3)c(=O)[nH]2)cc1OC,98,1,18,0,4,-21,1.2,0.0,11

# Later entries:
SMILES,Yeast superoxide,Fam108B inh,MCL1-BIM inh,GLD-1 RNA inh,EBNA-1 inh,ZTA counter,MEX-5 binding,Efflux pump inh,BCLXL inh
Cc1nc(N2CCN(C(=O)c3ccco3)CC2)[nH]c(=O)c1C,95,-3,7,7,3,9,-1.1,-0.3,5
O=C(CN1c2cccc3cccc(c23)S1(=O)=O)Nc1ccccc1,112,3,0,-4,5,-11,0.0,0.0,2
N#Cc1ncc(C(F)(F)F)cc1Oc1cccnc1,100,-2,3,1,1,11,2.3,0.0,0
Cc1ccc(-n2c(-c3ccc(Cl)cc3)n[nH]c2=S)c(C)c1,94,4,-8,0,9,-19,-2.5,0.0,-5
CN(C)CCCNC(=S)Nc1ccc(Oc2ccccc2)cc1,101,4,4,2,8,8,2.9,0.0,8
CN1CCN(c2ccc(NC(=O)c3ccc4c(c3)[nH]c(=O)n4Cc3ccc(F)cc3)cc2)CC1,115,4,3,-4,-5,-18,-0.7,0.1,4
COc1ccc(NC(=O)c2sc3nc(N4CCOCC4)c4c(c3c2N)CC(C)(C)OC4)cc1,103,-3,6,0,0,9,-4.6,0.0,3
CC(=O)OC[C@H]1O[C@H](C/C=N/O[C@@H](C)c2cn([C@H](CO)Cc3ccccc3)nn2)C=C[C@@H]1OC(C)=O,104,3,1,5,1,-7,1.3,0.1,-2
Cc1ccccc1NC(=O)Cn1c(CCC(=O)O)ccc1-c1cccs1,96,3,19,14,0,-19,0.2,0.0,11
CCOc1ccc(OCC)c(NC(=O)CCCN2C(=O)c3cccnc3C2=O)c1,84,0,-6,0,12,6,0.5,-0.1,1
CS(=O)(=O)N(Cc1ccccc1)c1ccc(C(=O)NCCSCc2ccco2)cc1,97,1,10,0,-4,-3,5.7,0.1,9
Cc1cc(C)n(-c2ccc3nnc(C)n3n2)n1,109,-2,-3,3,6,-3,-5.3,0.4,-2
NC(=O)CC(NC(=O)Cc1ccc(Cl)cc1)c1ccc(N2CCN(c3ccccn3)CC2)c([N+](=O)[O-])c1 (stereo not given),96,1,-4,0,0,1,-1.9,0.0,1
CCCn1c(SC2C(=O)CC(C)(C)CC2=O)nc2c1c(=O)n(C)c(=O)n2C,125,-1,2,2,1,17,1.0,0.0,1
Cc1c(N/C=C/C(=O)c2ccc(Cl)cc2)c(=O)n(-c2ccccc2)n1C,87,0,-4,-1,-16,5,-1.9,0.1,0
CC(C)OP(=O)(OC(C)C)C1(O)C(=O)Nc2ccccc21 (stereo not given),108,0,2,6,-6,12,-2.1,0.0,7

# From PubChem
